12-LOX inh = ALOX12 (human) lipoxygenase inhibition; Potency, µM (doses to about 108 µM), inactives show top-dose activity change, negative = inhibition, hits mostly inhibitors; actives 1.1% (n = 580,000); purified 12hLO, xylenol orange hydroperoxide absorbance; P18054; note: potency is the fitted concentration of half-maximal effect; % is set by controls: 0 for no effect and ±100 for the full control effect
Target sequence (P18054 whole entry, looked up): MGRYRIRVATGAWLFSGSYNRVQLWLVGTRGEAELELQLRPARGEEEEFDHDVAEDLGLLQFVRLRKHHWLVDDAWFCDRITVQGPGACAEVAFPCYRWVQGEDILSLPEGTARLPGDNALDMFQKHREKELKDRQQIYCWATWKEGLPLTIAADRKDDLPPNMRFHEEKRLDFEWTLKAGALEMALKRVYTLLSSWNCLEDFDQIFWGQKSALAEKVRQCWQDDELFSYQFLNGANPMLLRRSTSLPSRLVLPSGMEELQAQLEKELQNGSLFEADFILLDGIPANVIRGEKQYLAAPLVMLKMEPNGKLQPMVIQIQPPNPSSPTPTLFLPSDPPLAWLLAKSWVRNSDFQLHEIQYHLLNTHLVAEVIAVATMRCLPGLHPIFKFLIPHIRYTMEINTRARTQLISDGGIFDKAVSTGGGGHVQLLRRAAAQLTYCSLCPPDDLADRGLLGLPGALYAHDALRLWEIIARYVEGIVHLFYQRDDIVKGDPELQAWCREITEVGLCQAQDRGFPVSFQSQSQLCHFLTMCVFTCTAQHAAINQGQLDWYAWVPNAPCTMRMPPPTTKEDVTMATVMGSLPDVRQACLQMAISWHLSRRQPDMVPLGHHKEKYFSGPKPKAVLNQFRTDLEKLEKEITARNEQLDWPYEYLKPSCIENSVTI
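Hydroperoxide product was detected by ferrous iron/xylenol orange as the 573 to 405 nm absorbance ratio. Arachidonic acid at 40 uM (final) was turned over for 30 min at room temperature by 150 nM human 12hLO, pH 7.0 Hepes buffer, after 15 min compound preincubation.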
Glioma ERSR ind = ER stress response induction in glioma | U87-MG GRP78 promoter luciferase reporter, 16 h | Potency, µM, inactives show at the highest dose activation, actives largely listed as activators | actives 0.02% (n = 420,000); note: potency is the fitted concentration of half-maximal effect; series mostly up to about 76 µM; % of control where 0% means no effect; nearly all actives have a fitted effect of over 35% in size
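Stably transfected U87-MG human glioma cells carrying a GRP78-based luminescent sensor were seeded at 1000 cells/well, pin-dosed with compounds and incubated 16 h. Luciferase reagent was then added, and end-point luminescence was read after 10 min at room temperature.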
Vif-APOBEC3F blk = blocks the Vif interaction with APOBEC3F; actives 0.2% (n = 390,000); Potency, µM (top dose mostly 46.1 µM), without a hit: top-dose activity, negative = active; HeLa A3F-eYFP + Vif (tagged APOBEC3F with the HIV-1 protein that degrades it), YFP fluorescence increase; note: potency is the fitted concentration of half-maximal effect; % of control where 0% means no effect; nearly all actives have a fitted effect of over 65% in size
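Fluorescence increase (Ex 488/Em 500-530) after overnight compound treatment at 37 deg C flags inhibition of Vif-driven A3F-eYFP loss in stable HeLa A3F-eYFP/Vif cells seeded overnight beforehand.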
Vif-A3G inh = inhibitors of Vif-APOBEC3G interaction; actives 0.076% (n = 410,000); HeLa A3G-eYFP + Vif (tagged APOBEC3G with the HIV-1 protein that degrades it), YFP fluorescence, overnight; Q9HC16; Potency, µM (titrated, usually from 46.1 µM), without a hit: top-dose activity, negative = active, most hits filed as inhibitors; AID 602310;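 note: potency is the fitted concentration of half-maximal effect; % is set by controls: 0 for no effect and ±100 for the full control effect; nearly all actives have a fitted effect of over 60% in size; hits raise eYFP signal because A3G escapes Vif-driven loss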
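Read-out is eYFP fluorescence (Ex 488/Em 500-530) from Vif-expressing HeLa A3G-eYFP cells; more signal means A3G escaped Vif-mediated degradation. Cells plated overnight, compound pinned in, incubated overnight at 37 deg C.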
D2 antag = antagonizes the human D2 dopamine receptor; inhibition, % at 10 µM; actives 2% (n = 340,000); P14416; HEK293 TREx D2 cells, calcium flux, dopamine EC80; in the data active = inhibition above about 30%; note: 0% is about no effect
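Cells plated overnight at 30 C with tetracycline; no-wash calcium dye, 30–90 min RT; 10 s baseline; compound pinned; 180 s read; EC80 dopamine added; another 180 s read.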
LDHA inh = inhibitors of human lactate dehydrogenase A; P00338; actives 0.15% (n = 480,000); purified LDHA, NADH/diaphorase-resazurin fluorescence; stronger effect = lower value; AID 1347041; activity change, % (values are at about 110 or 230 µM); in the data active = activity change below about -30%; inconclusive = mostly about -25% to -30%;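 note: plate controls were DMSO wells for no effect and wells without enzyme for full effect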
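Resorufin fluorescence (ex540/em590), read at 0 and 20 min after diaphorase/resazurin addition, reports the NADH left after a 5 min room-temperature reaction of 2 nM human LDH5 with 0.06 mM NADH and 0.2 mM pyruvate.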
D2 agonist = activates the human D2 dopamine receptor; P14416; HEK293 T-REx D2 cells, calcium flux agonist mode; activation, % at 2 µM; actives 0.53% (n = 340,000);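 active = activation over 3 SD above normal in the single-dose calcium agonist read, cut at about 30% in these data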; note: 0% is about no effect
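Calcium-flux readout, 1 cycle/sec over 180 s following compound pin transfer, in inducible HEK293 Trex D2 cells (force-coupled); dopamine controls included. Positive calcium responses during this window marked compounds as potential agonists.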
RGS4 inh = inhibitors of human regulator of G protein signaling 4. Transcreener GDP fluorescence polarization, RGS4-accelerated GTP hydrolysis. P49798. Potency, µM (series often up to 114 µM), for inactives: top-dose activity change, negative = inhibition, hits mostly inhibitors. actives 0.039% (n = 390,000); note: potency is the fitted concentration of half-maximal effect; % is set by controls: 0 for no effect and ±100 for the full control effect; nearly all actives have a fitted effect of over 75% in size; some results filed as inactive show a strong effect at the top dose
Target sequence (P49798 whole entry, looked up): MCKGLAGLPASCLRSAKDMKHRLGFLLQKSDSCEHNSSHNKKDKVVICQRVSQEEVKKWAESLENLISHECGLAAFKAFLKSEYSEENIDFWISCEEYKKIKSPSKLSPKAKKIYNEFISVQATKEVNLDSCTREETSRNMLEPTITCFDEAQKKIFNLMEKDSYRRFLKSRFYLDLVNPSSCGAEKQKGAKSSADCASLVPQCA
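MLSMR compounds (23 nl, pin-transferred) preincubated 10 min at room temperature with a 500nM (2x) first reagent, then RGS4 at 900nM (2x) plus Transcreener GDP mix added; fluorescence polarization (620/688 nm) read before and after 90 min at 30 °C.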
ERG Ets-DNA blk = inhibitors of human ERG Ets domain-DNA interaction. actives 0.028% (n = 370,000). fluorescence polarization, His-ERG Ets domain / labelled DNA. P11308. Potency, µM (titrated, usually from 76.9 µM), inactives show at the highest dose FP activity, negative = inhibition, most hits filed as inhibitors; active = well fitted inhibition curve with a large enough effect in the polarisation, with a control signal flat; inconclusive = small, poorly fitted or top-dose-only effect, or effect the other way, or a change in a side signal; inactive = no such curve, though single readings can be large or run the other way; the % refers to the polarisation;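 note: polarization taken with two DNA probes labelled with fluorescein and Texas red; potency is the fitted concentration of half-maximal effect; % of control where 0% means no effect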
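His-tagged ERG Ets domain (1 uM in the protein solution; 300mM KCl, 50mM Tris-HCl, 1mM EDTA, 1mM DTT, pH 7.5) received compound, then a probe mix of 5 nM fluorescein-DNA and 100nM Texas-615-DNA. Fluorescence polarization was read for both dyes.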
Starred values were filed as active, the others as inactive; ? = inconclusive; · = not tested or not shown; & = joins results of further samples; [ ] = dose if it differs, or a comment. Unless noted, calls come from the whole dose curve; as a rule, active = well fitted curve in the direction sought with a large enough effect; inconclusive = small, poorly fitted or top-dose-only effect, or another doubt; inactive = no such curve, though single readings can be large; an effect the other way counts as inactive or inconclusive. The list is partial. The share of hits here may be higher or lower than overall.

SMILES	12-LOX inh	Glioma ERSR ind	Vif-APOBEC3F blk	Vif-A3G inh	D2 antag	LDHA inh	D2 agonist	RGS4 inh	ERG Ets-DNA blk
COc1ccc2cc3cc(C(=O)N4CCN(c5ccc(C(C)=O)cc5)CC4)sc3nc2c1Cl	-14%	-2%	-1%	-5%	·	4	·	7%	-2%
Cc1nnc(NC(=O)CCSCCC(=O)Nc2nnc(C)s2)s1	-7%	-2%	-4%	0%	·	-5	·	-50%	-4%
CCOc1ccccc1CNC(=O)C1CCN(C(=O)N2CC(C)Oc3ccc(C)cc32)CC1 (stereo not drawn)	8%	-6%	-11%	0%	-2	-2	-0.3	-5%	-11%
Cc1ccc(NC(=O)/C=C/c2cccs2)c([N+](=O)[O-])c1	-21%	2%	3%	?	16	-7	0.0	-19%	-6%
Cc1cc(=O)oc2c1c(C)nn2-c1cccc(Cl)c1	65%[activator]	-3%	1%	-1%	26	-2	0.3	13%	10%
O=C(NCCN1CCOCC1)C(=O)NCc1ccc2c(c1)OCO2	-4%	-1%	-9%	0%	-34	0	0.1	?	-3%
Cc1c(C(=O)N2CCN(C)CC2)oc2c1C(=O)CC(C)(C)C2	16%	-4%	-6%	2%	19	-1	-2.1	11%	-6%
O=C(CCN1C(=O)S/C(=C\c2ccccc2)C1=O)N1CCCCC1	-11%	6%	0%	2%	35*	-5	0.2	-1%	-6%
CCN1C(=O)[C@H]2[C@@H](c3ccc(C)cc3)N3C(=O)N(c4cccc(Cl)c4)C(=O)[C@@]3(CC(C)C)[C@H]2C1=O	-1%	-4%	-1%	-11%	-1	-8	16	-10%	5%
Cc1ccc(CSc2nnc3c(n2)OC2(Nc4ccccc4-3)C(=O)Nc3ccc(F)cc32)cc1 (stereo not drawn)	?	-1%	-5%	0%	-8	15	0.5	-29%	·
CCN(CC(=O)NCc1ccc(Cl)cc1)C(=O)c1ccc(S(=O)(=O)NCc2ccco2)cc1	0%	-1%	-12%	0%	-9	-7	-1.3	-11%	13%
O=C(CC1SC(=Nc2ccccc2F)N(CCN2CCOCC2)C1=O)Nc1ccc(F)cc1F (stereo not drawn)	?	0%	-28%	-1%	2	0	0.4	-11%	-3%
Cc1c(OC(C)C(=O)NCc2ccncc2)ccc2c3c(c(=O)oc12)CCC3 (stereo not drawn)	0%	2%	-6%	-5%	-12	-4	-0.7	11%	9%
O=C1CC(c2ccccc2)CC(O)=C1C=NCCN1CCN(Cc2ccccc2)CC1 (stereo not drawn)	11%	-4%	-1%	0%	-7	-1	-0.3	-6%	9%
O=C(NC(Cc1c[nH]c2ccccc12)C(=O)O)OCC1c2ccccc2-c2ccccc21 (stereo not drawn)	35µM*	3%	·	-1%	·	-2	·	·	·
CC(C)(C)c1nnc2sc(SCC(=O)N3CCCCC3)nn2c1=O	?	-5%	3%	-4%	·	-4	·	1%	0%
COC(=O)c1ccc(NC(=O)C2CCCN2C(=O)Nc2cccc(C(C)=O)c2)cc1 (stereo not drawn)	-15%	-7%	8%	-1%	-1	-2	2.6	-39%	12%
COc1ccc(C)cc1N(CC(=O)Nc1cccnc1)S(=O)(=O)c1ccccc1	?	-4%	-8%	-7%	-4	-5	-1.1	0%	-8%[15.4 µM]
Cc1ccc(/C=N/NC(=O)CSc2nc3ccccc3[nH]2)o1	-3%	0%	-2%	3%	0	9	-0.7	-8%	-2%
COCCCNc1ncnc2ccc(C)cc12	?	8%	1%	3%	-5	-1	-0.3	-1%	1%
CCOC(=O)c1ccc(COC(=O)CNC(=O)CNC(=O)c2ccc(OC)cc2)o1	0%	-4%	5%	0%	14	-2	0.6	-14%	1%
CN(C(=O)COC(=O)c1ccc(S(=O)(=O)N2CCOCC2)cc1)C1CCCCC1	-1%	-1%	5%	2%	-10	-1	4.5	16%	-2%
COC(=O)c1sc(NC(=O)C(C)c2ccccc2)nc1C (stereo not drawn)	-32%	1%	0%	2%	12	-6	-0.7	-15%	-6%
CC1(C)CCC(C)(C)NC(=S)N1	?	-4%&-2%	2%&8%	-6%&2%	3	1&0	0.4	1%	-5%
CSc1ccc(CCNC(=O)CCc2nnc3ccc(NCCCN4CCCC4=O)nn23)cc1	7%	-5%	-4%	2%	1	3	-0.8	-41%	-6%
CC(=O)c1ccc(NC(=O)CN2C(=O)/C(=C/C=C/c3ccccc3)SC2=S)cc1	-4%	4%	?	-8%	-1	-1	1.4	?	15%
COc1ccc(C(=O)N=S2CCN(C(=O)c3ccc(Cl)cc3)CC2)cc1	?	-5%	-3%	0%	19	-2	0.1	-29%	14%
CN(C(=O)CSc1nc2ccc(NC(=O)COc3ccccc3Cl)cc2s1)c1ccccc1	-40%	-1%	-4%	-1%	·	2	2.7	13%	-1%
CC(NC1CCCC1)C(=O)Nc1ccccc1-c1ccccc1 (stereo not drawn)	0%	-4%	-14%	0%	·	-7	·	10%	1%
CCn1cc(C(=O)NC2CCCCCC2)c(=O)c2ccc(C)nc21	-8%	-3%	6%	0%	7	7	0.4	22%	-1%

Part of the list above in order of molar mass, largest number first:
SMILES	12-LOX inh	Glioma ERSR ind	Vif-APOBEC3F blk	Vif-A3G inh	D2 antag	LDHA inh	D2 agonist	RGS4 inh	ERG Ets-DNA blk
CSc1ccc(CCNC(=O)CCc2nnc3ccc(NCCCN4CCCC4=O)nn23)cc1	7%	-5%	-4%	2%	1	3	-0.8	-41%	-6%
CN(C(=O)COC(=O)c1ccc(S(=O)(=O)N2CCOCC2)cc1)C1CCCCC1	-1%	-1%	5%	2%	-10	-1	4.5	16%	-2%
CCOC(=O)c1ccc(COC(=O)CNC(=O)CNC(=O)c2ccc(OC)cc2)o1	0%	-4%	5%	0%	14	-2	0.6	-14%	1%
CCn1cc(C(=O)NC2CCCCCC2)c(=O)c2ccc(C)nc21	-8%	-3%	6%	0%	7	7	0.4	22%	-1%
Cc1ccc(/C=N/NC(=O)CSc2nc3ccccc3[nH]2)o1	-3%	0%	-2%	3%	0	9	-0.7	-8%	-2%
CC(NC1CCCC1)C(=O)Nc1ccccc1-c1ccccc1 (stereo not drawn)	0%	-4%	-14%	0%	·	-7	·	10%	1%
COC(=O)c1sc(NC(=O)C(C)c2ccccc2)nc1C (stereo not drawn)	-32%	1%	0%	2%	12	-6	-0.7	-15%	-6%
COCCCNc1ncnc2ccc(C)cc12	?	8%	1%	3%	-5	-1	-0.3	-1%	1%
CC1(C)CCC(C)(C)NC(=S)N1	?	-4%&-2%	2%&8%	-6%&2%	3	1&0	0.4	1%	-5%

Other results
SMILES	12-LOX inh	Glioma ERSR ind	Vif-APOBEC3F blk	Vif-A3G inh	D2 antag	LDHA inh	D2 agonist	RGS4 inh	ERG Ets-DNA blk
CN(C)C(CNC(=O)c1ccc(NS(=O)(=O)c2cccc([N+](=O)[O-])c2)cc1)c1ccco1 (stereo not drawn)	8%	-3%	-9%	1%	1	-1	-0.1	-5%	-1%
CSCCC(NS(=O)(=O)c1ccc(C)cc1)C(=O)N1CCN(S(=O)(=O)c2ccc(F)cc2)CC1 (stereo not drawn)	4%	-2%	-1%	-6%	7	-4	-0.9	0%	1%
COc1ccc(O)c(-c2cc(C(F)(F)C(F)F)nc(-c3ccccc3)n2)c1	126%[activator]	-2%	7%	-4%	5	-4	0.6	-11%	13%
O=C(Nc1ncc2c(n1)-c1ccccc1CC2)c1ccc(Cl)cc1	-9%	-1%	-6%	-16%	·	9	·	-3%	0%
O=C(NC1CC1)C(=O)c1c(-c2ccccc2)[nH]c2ccccc12	23%	9%	2%	6%	-19	-10	0.5	-53%	11%
COc1cc(C=O)ccc1Oc1ccc(S(=O)(=O)N2CCOCC2)cc1[N+](=O)[O-]	3%	0%	-3%	-1%	·	-5	·	-7%	-7%
O=C1/C(=C/Nc2cccc([N+](=O)[O-])c2)CCc2ccccc21	-19%	-1%	1%	-7%	14	19	-1.0	-38%	1%
CN(CCOc1ccc(Cl)cc1)CC(O)c1ccccc1 (stereo not drawn)	?	-1%	0%	1%	-17	-18	-0.5	4%	4%
Cc1nn(C(=O)c2ccc([N+](=O)[O-])cc2)c(C)c1Br	?	-3%	-10%	2%	-4	-1	0.0	-1%	15%
COc1cc(OC)cc(-n2nc(C(=O)N3CC(C)CC(C)C3)c3ccccc3c2=O)c1 (stereo not drawn)	1%	-4%	-1%	1%	-1	2	-1.2	-4%	-5%
CNC(=S)Nc1cccc(-c2cnc3ccccc3n2)c1	-26%	2%	-8%	-9%	·	14	·	-41%	6%
Clc1ccc(-c2noc(CCCc3ccccc3)n2)cc1	0%	6%	-4%	-4%	4	0	-1.0	9%	2%
Cc1ccc(C)c(NS(=O)(=O)c2cc(C(=O)Nc3cccc(N(C)S(C)(=O)=O)c3)ccc2C)c1	24%	-3%	0%	3%	2	-3	0.5	23%	-8%
COC(=O)c1nnn(-c2nonc2N)c1CSc1ccccn1	26%	-4%	7%	2%	·	1	·	3%	2%
CC1=C(C#N)C(/C=N/OCc2ccc(F)cc2Cl)CC(=O)N1 (stereo not drawn)	?	-2%	-2%	-7%	-19	0	-2.0	?	19%

Screening data (PubChem BioAssay)
